# GAA glycogen – alters human alpha-glucosidase cleavage of glycogen. Potency, µM (highest dose often 76.4 µM), inactives show top-dose activity change, negative = inhibition, usual class: inhibitors. AID 2100. P10253. recombinant GAA, glycogen substrate, Amplex Red glucose oxidase fluorescence. actives 0.38% (n = 300,000);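 note: 0% = full enzyme reaction and -100% = no-enzyme basal signal; the screen sought inhibitors and activators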
#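 qHTS, 1536-well; enzyme 4 nM final; cpd up to 77 uM; substrate bovine liver glycogen 30 ug; 50 mM citrate/phosphate pH 5.0, 0.01% Tween-20; 37 C, 40 min; Amplex Red detection 45 min RT; Hill fit → AC50.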
# Epigenetic reg – derepresses silenced GFP reporter in murine cells | actives 0.2% (n = 280,000) | AID 1865 | murine LDR cells, GFP reporter derepression, 30 h | Potency, µM (highest dose often 53.9 µM), for the others: at the highest dose GFP activation, actives largely listed as activators; note: % of control where 0% means no effect; nearly all actives have a fitted effect of over 60% in size
#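 Murine LDR cells carrying a silenced, genomically integrated CMV-driven GFP reporter were exposed to compound for 30 hours at 37 C. After PBS washes, GFP-positive cells (20–120 um objects) were counted by laser-scanning microplate cytometry.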
# GAA inhib – blocks human lysosomal alpha-glucosidase. Potency, µM (series often up to 76.9 µM), for inactives: at the top dose activity change, negative = inhibition, hits mostly inhibitors. actives 0.005% (n = 200,000). P10253. purified human GAA, 4-MU-alpha-glucoside fluorescence;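 note: plate controls were uninhibited enzyme wells for no effect and no-enzyme background for full effect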
#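 Human enzyme at 4 nM with 400 uM 4-methylumbelliferyl-alpha-D-pyranoside, citrate/phosphate buffer pH 5.0, 0.005% Tween-20, 20 min at room temperature. Compounds up to 77 uM. 4-MU fluorescence (Ex 365/Em 440) read after NaOH/glycine stop; AC50 from Hill fit.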
# ALDH1A1 block – ALDH1A1 (human) enzyme inhibition | P00352 | actives 7.3% (n = 220,000) | Potency, µM (series often up to 75.3 µM), inactives show top-dose activity, negative = inhibition, actives largely listed as inhibitors | Purified ALDH1A1, NADH fluorescence, propionaldehyde substrate; active = well fitted inhibition curve with a large enough effect, not every such curve was filed as active; inconclusive = small, poorly fitted or top-dose-only effect, or another doubt; inactive = no such curve, though single readings can be large or run the other way;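 note: plate controls were no enzyme wells and a reference inhibitor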
# Target sequence (P00352 whole entry, looked up): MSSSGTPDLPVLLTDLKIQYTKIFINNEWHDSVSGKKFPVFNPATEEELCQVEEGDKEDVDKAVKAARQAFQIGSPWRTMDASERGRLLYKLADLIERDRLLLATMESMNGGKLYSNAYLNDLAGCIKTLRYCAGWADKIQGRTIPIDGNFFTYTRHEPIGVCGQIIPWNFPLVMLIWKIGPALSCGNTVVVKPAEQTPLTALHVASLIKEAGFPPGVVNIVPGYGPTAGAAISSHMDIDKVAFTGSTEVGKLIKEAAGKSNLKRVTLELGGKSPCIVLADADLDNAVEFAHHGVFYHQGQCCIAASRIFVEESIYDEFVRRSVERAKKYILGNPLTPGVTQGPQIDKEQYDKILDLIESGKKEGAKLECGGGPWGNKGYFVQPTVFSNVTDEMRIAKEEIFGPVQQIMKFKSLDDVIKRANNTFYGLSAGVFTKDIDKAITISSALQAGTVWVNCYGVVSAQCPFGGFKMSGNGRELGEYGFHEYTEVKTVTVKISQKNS
# aGlu spleen mod – lysosomal alpha-glucosidase (human) modulation. human spleen homogenate, 4-MU-alpha-glucoside fluorescence. actives 0.006% (n = 240,000). Potency, µM (series often up to 79.9 µM), for the others: at the highest dose activity change, negative = inhibition, most hits filed as inhibitors. AID 2112. P10253;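 note: 0% = enzyme with vehicle and -100% = no enzyme basal signal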
#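 Human spleen homogenate (1 ug) with 4-methylumbelliferyl-alpha-D-glucopyranoside (1 mM final) in 50 mM citrate/phosphate pH 5.0, 0.01% Tween-20; 40 min at 37 C. Stopped at pH 10; 4-MU fluorescence Ex 365/Em 440 nm; AC50 by Hill fit.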
# NPSR antag – neuropeptide S receptor (human) antagonism, cAMP | actives 1% (n = 220,000) | CHO-NPSR cells, cAMP TR-FRET, antagonist mode | Potency, µM (doses to about 38.3 µM), inactives show at the top dose activity change, negative = inhibition, usual class: inhibitors; note: % is set by controls: 0 for no effect and ±100 for the full control effect; nearly all actives have a fitted effect of over 50% in size; many of its hits are not listed in these tables
# GLA spleen mod – alpha-galactosidase A (human) modulation; human spleen homogenate, 4MU-alpha-Gal fluorescence, 40 min; Potency, µM (top dose mostly 80 µM), for the others: top-dose activity change, negative = inhibition, actives largely listed as inhibitors; actives 0.008% (n = 240,000);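 note: 0% = enzyme with vehicle and -100% = no enzyme basal signal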
# Target sequence (P06280 32-429 limits assumed): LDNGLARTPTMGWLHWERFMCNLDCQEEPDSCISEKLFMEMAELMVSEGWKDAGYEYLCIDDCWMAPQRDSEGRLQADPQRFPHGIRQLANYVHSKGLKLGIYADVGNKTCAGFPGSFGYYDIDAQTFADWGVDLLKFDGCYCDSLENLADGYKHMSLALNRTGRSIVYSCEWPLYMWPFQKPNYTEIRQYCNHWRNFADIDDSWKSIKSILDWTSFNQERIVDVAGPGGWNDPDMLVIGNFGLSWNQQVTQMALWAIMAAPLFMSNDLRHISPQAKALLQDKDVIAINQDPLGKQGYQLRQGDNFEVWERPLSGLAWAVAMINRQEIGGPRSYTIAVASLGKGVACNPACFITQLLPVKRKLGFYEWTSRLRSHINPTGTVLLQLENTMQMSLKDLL
#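 Inhibition or activation of alpha-galactosidase in human spleen homogenate is scored by 4-MU fluorescence after 40 min at 37C, pH 5.0, with 1 mM substrate. AC50s come from concentration-response fitted to the Hill equation.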
# Tau fluor cs – counter-screen for tau fibril formation inhibitors. tau K18 P301L Alexa594 fluorescence, heparin fibrillization. Potency, µM (titrated, usually from 57.7 µM), for the others: at the highest dose activity change, negative = decrease. actives 0.93% (n = 280,000). AID 1463; note: % is set by controls: 0 for no effect and ±100 for the full control effect; nearly all actives have a fitted effect of over 55% in size
#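 Human tau K18 P301L (15 uM unlabeled, 0.24 uM Alexa 594-labeled) in 100 mM sodium acetate pH 7 with 20 uM heparin, 6 hr at 37 C. ThT 30 uM added, 1 hr ambient; Alexa 594 FP and total fluorescence read at 555/632 nm.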
# An asterisk follows results filed as active; ? = inconclusive; · = not tested or not shown; & = joins results of further samples; [ ] = another dose, or the depositor's remark. Unless noted, calls come from the whole dose curve; as a rule, active = well fitted curve in the direction sought with a large enough effect; inconclusive = small, poorly fitted or top-dose-only effect, or another doubt; inactive = no such curve, though single readings can be large; an effect the other way counts as inactive or inconclusive. Potency is the fitted concentration of half-maximal effect. The list is partial (hit frequency here may not be typical).
SMILES,GAA glycogen,Epigenetic reg,GAA inhib,ALDH1A1 block,aGlu spleen mod,NPSR antag,GLA spleen mod,Tau fluor cs
COc1cccc(N/C(SCc2ccccc2Cl)=C(/C#N)C(=O)NCc2cccs2)c1,8%,0.0%,-6%,-1%,-9%,-7%,-18%,-19%
CCn1ncc(NC(=S)Nc2ccc(OC)c(OC)c2)c1C(N)=O,-20%,?,12%,?,0%,14%,26%,-9%
O=C(CN1C2=NCCN2c2ccccc21)c1cccs1,3%,0.0%,-1%,?,-5%,11%,-2%,7%
OCC#CCSc1nnc(-c2ccccc2Br)o1,10%,-0.8%,3%,20µM*,-2%,1%[46.1 µM],-5%,5%
CCN1CCN(S(=O)(=O)c2cccs2)CC1,8%,1.4%,0%,1%,-6%,-11%[46.1 µM],-6%,-6%
COC(=O)c1ccc(COc2ccc(-c3nnn(CC(=O)NC(C)(C)C)n3)cc2)cc1,1%,6.0%,5%,-1%,2%,0%,-2%,6%
CC(=O)Nc1ccc(C(=O)OCCC(C)C)cc1,-2%,1.0%,-6%,-7%,-3%,-6%[46.1 µM],-3%,-13%
O=C(NCC1(c2ccccc2)CCCC1)c1ccccc1Br,2%,0.0%,4%,-6%,6%,-27%,2%,2%
CC(C)n1c(-c2ccc(N(C)C)cc2)nc2ccccc21,-7%,-1.5%,-4%,?,1%,-4%[46.1 µM],3%,-23%
CC(NS(=O)(=O)c1ccc(OCC(=O)N2CCOCC2)cc1)c1ccccc1 (stereo unspecified),0%,-0.3%,-9%,4%,-3%,-9%[46.1 µM],-2%,-3%
CC(C)(C)c1ccc(OC(=O)c2ccc3snnc3c2)cc1,16%,1.0%,5%,-1%,-2%,-22%,-9%,-2%
CCCCn1c(SCC(=O)O)nc2ccccc21,-16%,-0.9%,-7%,-6%,16%,12%[46.1 µM],14%,-12%
Cc1ccccc1-n1cc(CNC(=O)CCc2nnc(CCc3ccccc3)o2)cn1,-11%,-2.1%,6%,-4%,-2%,-4%,5%,-10%
CCNC(=S)N/N=C/c1cc(C)n(-c2ccc(Cl)cc2)c1C,0%,-3.1%,2%,-1%,1%,-22%,-3%,-23%
O=C(O)c1ccc(NCc2nc3ccccc3n2CCOc2ccccc2Cl)cc1,23%,-1.5%&6.2%,-2%,2%,8%,-12%,3%,2%&-12%
COc1ccc(CCC(=O)OCC(=O)c2cccc(OC)c2)cc1,-8%,-1.8%,-4%,?,-1%,1%,2%,-9%
CN1CCc2c(sc(/N=C/c3cccs3)c2C(N)=O)C1,18%,-0.4%,?,?,3%,?,?,-12%
Cc1cc(O)c(C(C)C)cc1N=Cc1cc([N+](=O)[O-])ccc1O,-16%,1.1%,-15%,-11%,-5%,3%,4%,?
CCOc1ccc(NC(=O)Nc2nnc(CC(=O)NCc3ccccc3)s2)cc1,3%,-3.2%,?,-5%,4%,0%,4%,-20%
Cn1c(=O)c2c(ncn2CCCc2ccccc2)n(C)c1=O,-10%,0.9%,2%,-8%,2%,14%[7.67 µM],4%,-7%
CCCCCn1nc(C)c2c(C)cc(=O)[nH]c21,7%,0.0%,1%,10%,-3%,-2%[46.1 µM],2%,2%
Cc1ccc(NC(=O)NCC2CCN(Cc3cc(C)ccc3Cl)CC2)c(C)c1,3%,-0.4%,-3%,-3%,2%,-30%,-5%,-13%
COc1cc2c(cc1NC(=O)c1ccc3c(c1)OCO3)oc1ccccc12,-1%,-1.1%,2%,?,-1%,-25%[46.1 µM],-4%,?
CC(=O)Oc1cc(OC(C)=O)c2c(=O)c(-c3ccc4c(c3)OCCCO4)c(C)oc2c1,3%,1.0%,·,·,5%,17%[7.67 µM],11%,-13%
CCN(CC)CCN1C(=O)c2oc3ccccc3c(=O)c2C1c1ccccc1 (stereo unspecified),14%,-0.3%,-6%,?,4%,-7%[46.1 µM],6%,14%
COc1cccc(-c2nnc(SCC(=O)Nc3cc(C)on3)o2)c1,-6%,0.7%,-5%,-1%,-7%,-2%[46.1 µM],-2%,-3%
CC1=C(C(=O)Nc2ccc(F)cc2)C(c2ccc(C)o2)C2=C(CC(C)(C)CC2=O)N1 (stereo unspecified),-7%,0.0%,-4%,-10%,-4%,-13%[46.1 µM],5%,-6%
CCCn1nnc(NC(=O)c2cccc(OCC(C)C)c2)n1,4%,-0.7%,-4%,-1%,-5%,-20%[46.1 µM],-4%,-6%
C=CCNC(=S)N1CCN(CCN=Cc2c(C)[nH]n(-c3ccc([N+](=O)[O-])cc3)c2=O)CC1,-3%,-0.6%[10.1 µM],-6%,?,-16%,-11%,-3%,-16%
O=C1NCCCC2c3cc(O)c4ccccc4c3OC12N1CCCCC1 (stereo unspecified),25µM*,-1.1%,11%,?,-5%,-28%[46.1 µM],-7%,?
COC(=O)NC(CCc1ccccc1)C(C(=O)OC)C(=O)OC (stereo unspecified),·,?,·,7%,1%,·,-5%,1%
COC(=O)Cc1cc(=O)[nH]c(/N=C(\N)Nc2ccc(C(C)C)cc2)n1,-3%,0.0%,0%,3%,0%,-4%,0%,2%
COc1ccc(Cl)cc1NC(=S)N1CCN(c2ncccn2)CC1,2%,-1.5%,0%,?,17%,3%,3%,-9%
COc1ccc(NC(=O)Nc2ccc(C)cc2Br)c(OC)c1,13%,3.3%,1%,9%,5%,10%,-1%,-3%
O=C(COC(=O)c1ccc(CNS(=O)(=O)c2ccc(F)c(Cl)c2)cc1)NCC1CCCCC1,14%,0.0%,-3%,9%,-3%,21%,-9%,-9%
CC(Cc1cccs1)NC(=S)Nc1ccccc1 (stereo unspecified),-10%,0.0%,?,?,0%,-18%,-14%,-1%
O=C(NCCc1nc2ccccc2[nH]1)/C(=C/c1ccc2c(c1)OCO2)NC(=O)c1ccc(Cl)cc1Cl,2%,0.0%,10%,?,3%,6%,4%,-24%
O=C(NCCC1=CCCCC1)c1cc2ccccc2oc1=O,1%,-1.3%,·,·,1%,22%,-3%,-4%
CCc1ccc2c(c1)C(O)(CC(=O)c1cccs1)C(=O)N2 (stereo unspecified),14%,-0.8%,7%,4%,3%,6%,3%,3%
O=S(=O)(NCc1ccccc1Cl)c1cccs1,-3%,0.2%,-6%,5%,3%,19%,-2%,-4%
CC(C)(C)OC(=O)N1CCCC1C(=O)N1CCc2ccccc21 (stereo unspecified),1%,-1.0%,5%,0%,-5%,24%[46.1 µM],-4%,3%
Cc1nc(Nc2ccccc2)c2nc(-c3ccccc3)n(CCN3CCOCC3)c2n1,·,6.1%,·,?,4%,·,1%,-18%
COC(=O)CN(c1ccc(C)cc1)S(=O)(=O)c1c(C)[nH]c(=O)[nH]c1=O,-5%,3.1%,?,-6%,-5%,-4%[46.1 µM],?,-10%
O=S(=O)(Cc1nc2ccccc2s1)c1ccccc1,1%,0.0%,1%,-6%,-4%,-11%[46.1 µM],0%,-1%
Cc1ccc(/C=C/C(=O)O)cc1S(=O)(=O)Nc1ccccc1C(=O)O,20%,-7.2%,6%,3%,-3%,1%,-6%,6%
O=C(N/N=C/c1cn(-c2ccccc2)nc1-c1cc2ccccc2o1)c1cccnc1,6%,0.0%,7%,?,1%,-29%,-9%,?
C[C@@H]1CN(c2nc3nonc3nc2N2CCSCC2)C[C@H](C)O1,-1%,-2.0%,-2%,11%,-3%,0%,6%,-2%
CNc1nc(-c2ccc3c(c2)CCN3C(=O)c2ccccc2F)cs1,-28%,-4.2%,-9%,25µM*,5%,-14%,3%,?

# Whole records, quoted from the list. Order of values: GAA glycogen, Epigenetic reg, GAA inhib, ALDH1A1 block, aGlu spleen mod, NPSR antag, GLA spleen mod, Tau fluor cs
# CNc1nc(-c2ccc3c(c2)CCN3C(=O)c2ccccc2F)cs1 is listed with -28%, -4.2%, -9%, 25µM*, 5%, -14%, 3%, ?
# O=C(NCCC1=CCCCC1)c1cc2ccccc2oc1=O is listed with 1%, -1.3%, ·, ·, 1%, 22%, -3%, -4%

# Some entries already given, showing only Tau fluor cs:
molecule,Tau fluor cs
O=C(NCCC1=CCCCC1)c1cc2ccccc2oc1=O,-4%
CCc1ccc2c(c1)C(O)(CC(=O)c1cccs1)C(=O)N2 (stereo unspecified),3%
O=S(=O)(NCc1ccccc1Cl)c1cccs1,-4%
CC(C)(C)OC(=O)N1CCCC1C(=O)N1CCc2ccccc21 (stereo unspecified),3%

# Continued:
SMILES,GAA glycogen,Epigenetic reg,GAA inhib,ALDH1A1 block,aGlu spleen mod,NPSR antag,GLA spleen mod,Tau fluor cs
CN(C)/N=C/c1ccc(OC(=O)c2cccc([N+](=O)[O-])c2)cc1,-7%,-0.9%,?,-5%,-1%,-8%,6%,-23%
CN(CC(=O)Nc1ccccc1Br)Cc1nc2ccccc2c(=O)[nH]1,3%,-0.7%,-6%,-4%,0%,-3%[46.1 µM],-2%,2%
CC(NC(=O)c1cc2sccc2n1C)c1ccc2c(c1)OCCO2 (stereo unspecified),2%,-0.9%,2%,?,-5%,-9%[46.1 µM],0%,-6%
COc1ccccc1NS(=O)(=O)c1cccc(C(=O)N/N=C/c2ccc(C)o2)c1,-23%,-1.3%,0%,-14%,-4%,-12%,5%,-26%
Cc1occc1C(=O)NC(C)c1ccc2c(c1)OCO2 (stereo unspecified),-1%,-12%,4%,19%,-8%,-8%[46.1 µM],-6%,-2%
COc1cccc(-n2c(SCC(=O)N3CCOCC3)nnc2-c2c[nH]c3ccccc23)c1,-3%,1.5%,-8%,2%,-6%,-14%[46.1 µM],-3%,-10%
O=C(/C=C/c1c(F)cccc1Cl)Nc1nc2ccccc2[nH]1,-3%,0.0%,6%,-15%,3%,0%,12%,-4%
Cc1nc2ccc(Cl)cc2nc(C)/c1=N\O,-25%,-0.2%,7%,?,2%,-2%[46.1 µM],7%,-19%
Cn1ccnc1SCc1ccc([N+](=O)[O-])cc1,4%,-0.9%,-2%,-8%,-10%,-1%[46.1 µM],-1%,-3%
Cc1cccc(OCC(=O)Nc2cc(C)ccc2O)c1,?,-1.1%,-1%,-1%,3%,-13%[46.1 µM],5%,-22%
CC(C)C1CC(CCNCc2ccc(N(C)C)cc2)(c2ccccc2)CCO1 (stereo unspecified),3%,2.2%,-9%[15.4 µM],20µM*,-14%,-24%[46.1 µM],-19%,-20%

# Bioassay records as filed in PubChem BioAssay.
